KDM5B inhibitor – KDM5B demethylase inhibition. Q9UGL1. KDM5B demethylase, FDH-coupled NADH fluorescence (FDH is formaldehyde dehydrogenase). Potency, µM (doses to about 57.7 µM), for inactives: top-dose activity change, negative = inhibition, usual class: inhibitors. 220,000 tested, 2.6% active; active means well fitted inhibition curve with a large enough effect; inconclusive means small, poorly fitted or top-dose-only effect; inactive means no such curve, though single readings can be large or run the other way; further: 0% is about no effect; nearly all actives have a fitted effect of over 70% in size
Target sequence (Q9UGL1 whole entry, looked up): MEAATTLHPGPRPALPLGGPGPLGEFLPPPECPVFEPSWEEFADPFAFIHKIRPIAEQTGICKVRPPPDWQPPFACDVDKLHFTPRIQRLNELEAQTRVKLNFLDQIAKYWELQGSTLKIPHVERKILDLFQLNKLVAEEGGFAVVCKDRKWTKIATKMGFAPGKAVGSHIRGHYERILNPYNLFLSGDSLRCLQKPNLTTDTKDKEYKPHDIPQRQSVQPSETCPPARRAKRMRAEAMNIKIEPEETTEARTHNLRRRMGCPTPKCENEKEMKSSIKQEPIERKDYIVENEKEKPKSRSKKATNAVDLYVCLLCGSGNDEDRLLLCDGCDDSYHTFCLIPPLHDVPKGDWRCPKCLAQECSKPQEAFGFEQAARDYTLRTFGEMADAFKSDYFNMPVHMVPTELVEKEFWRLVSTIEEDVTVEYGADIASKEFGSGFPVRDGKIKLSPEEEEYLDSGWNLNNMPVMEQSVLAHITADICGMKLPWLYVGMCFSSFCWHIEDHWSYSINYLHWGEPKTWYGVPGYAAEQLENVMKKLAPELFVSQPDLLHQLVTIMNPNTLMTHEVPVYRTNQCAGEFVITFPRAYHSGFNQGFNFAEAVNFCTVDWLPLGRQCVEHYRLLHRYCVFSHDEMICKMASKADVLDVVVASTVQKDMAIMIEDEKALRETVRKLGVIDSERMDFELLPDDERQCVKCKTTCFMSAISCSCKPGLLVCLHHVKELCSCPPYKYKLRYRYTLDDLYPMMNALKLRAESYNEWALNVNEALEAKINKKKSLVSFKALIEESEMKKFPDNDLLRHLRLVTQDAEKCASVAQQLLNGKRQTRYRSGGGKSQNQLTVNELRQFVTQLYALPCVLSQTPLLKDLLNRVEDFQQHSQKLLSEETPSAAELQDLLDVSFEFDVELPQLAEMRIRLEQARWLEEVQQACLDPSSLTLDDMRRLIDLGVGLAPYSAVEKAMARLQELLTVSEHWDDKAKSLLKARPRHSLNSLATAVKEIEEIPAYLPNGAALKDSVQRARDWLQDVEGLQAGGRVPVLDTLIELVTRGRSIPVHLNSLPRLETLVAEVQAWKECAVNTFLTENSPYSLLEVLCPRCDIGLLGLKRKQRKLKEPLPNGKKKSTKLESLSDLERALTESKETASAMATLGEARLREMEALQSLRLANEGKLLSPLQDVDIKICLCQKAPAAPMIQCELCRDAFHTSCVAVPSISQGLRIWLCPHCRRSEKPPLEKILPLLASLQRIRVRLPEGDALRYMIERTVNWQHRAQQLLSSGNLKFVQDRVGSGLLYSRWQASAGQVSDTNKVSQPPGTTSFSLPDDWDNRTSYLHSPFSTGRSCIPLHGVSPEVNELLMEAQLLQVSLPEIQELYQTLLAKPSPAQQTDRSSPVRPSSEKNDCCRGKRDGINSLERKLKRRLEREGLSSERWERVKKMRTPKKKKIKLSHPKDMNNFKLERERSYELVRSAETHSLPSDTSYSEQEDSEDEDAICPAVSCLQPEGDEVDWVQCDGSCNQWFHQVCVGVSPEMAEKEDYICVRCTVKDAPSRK
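KDM5BΔAP (200 nM final) in 50 mM HEPES pH 7.5, 0.01% Tween-20 was preincubated 10 min at RT with compound over a concentration range. Substrate mix (H3K4me3 12.5 µM, α-KG 25 µM, Fe²⁺, ascorbate, NAD⁺, FDH) was added, and NADH fluorescence change over 30 min gave dose-response curves.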
The depositor's hits bear a star; i = inactive; ? = inconclusive; [ ] = dose if it differs, or a comment. Potency means the concentration at half of the fitted maximal effect.

SMILES | KDM5B inhibitor
Cc1nn2c(c1-c1ccccc1-c1ccccc1)N(C(=O)c1ccnn1C)CCC2 | 18%[86.2 µM]
CC(C)CCC(=O)N1CCC(OC2CCN(Cc3ccccc3)CC2)CC1 | 2%
COc1ccc(-c2nc(C)nc3c2CCN(CC2CCCCC2)CC3)cc1 | 28µM*
COc1ccc(C(=O)N(C)CCCNC(=O)c2nc3ccccc3c(=O)[nH]2)cc1OC | 7%
CN(Cc1ccco1)C(=O)CCNS(=O)(=O)c1ccc2c(c1)CCN2C(=O)C1CC1 | -4%
OCc1ccc(CN2CCCC(CCc3c(F)cccc3F)C2)o1 (stereo not drawn) | 11%
COc1cc(C2CC(=O)c3c([nH]c(C(=O)OCC4CCCCC4)c3C)C2)cc(OC)c1OC (stereo not drawn) | ?
CN1C(CC(=O)Nc2ccc(Cl)cc2Cl)c2ccccc2CC1(C)C (stereo not drawn) | ?
Cc1cc(C)c2c(CN3CC(C)OC(C)C3)cc(=O)oc2c1C (stereo not drawn) | 10%
COc1cccc(CNCc2ccco2)c1 | ?
Cc1ccc(-c2nocc2CCC(=O)O)cc1 | -11%
COCCn1c(SC(C)C(=O)Nc2ccc(Cl)cn2)nc2ccccc21 (stereo not drawn) | -1%
CC1(C(=O)NCC2CC2)COCc2cnc(Nc3ccccc3)nc21 (stereo not drawn) | -16%[86.2 µM]
Cc1c(Cl)cccc1S(=O)(=O)N(Cc1cccnc1)C1CC1 | 2%
O=C(NC1CCCC1)N1c2ccccc2CC1c1noc(C2CCOCC2)n1 (stereo not drawn) | -9%
O=C(N[C@H]1CCC[C@H]1O)C1(Oc2ccc(Cl)cc2)CCNCC1 | 32%[activator]
O=S(=O)(Nc1ccccc1C(F)(F)F)c1ccc(N2CCCCS2(=O)=O)cc1 | -27%
Cc1ccc(-n2nc3c(N4CCC(C(=O)NCCc5ccccc5C)CC4)nnc(C)c3c2C)cc1 | ?
Cc1cc(=O)n(CC(=O)Nc2ccc(C)c(Cl)c2)c(N2CCC(C)CC2)n1 | 2%
O=C(c1ccc(Cl)s1)N1CCN(c2cccc(C(F)(F)F)c2)CC1 | 0%
O=C(CC(c1ccc(Cl)cc1)C1CCCC1=O)c1ccccc1 (stereo not drawn) | 5%
COc1cc2oc(=O)c(CC(=O)NCc3ccc4c(c3)OCO4)c(C)c2cc1Cl | -15%
CCn1ncc(N2CCC(NC(=O)C(C)c3ccccc3)CC2)cc1=O (stereo not drawn) | 12%
COc1ccc(-c2onc(C)c2C)cc1S(=O)(=O)N(C)Cc1ccccc1 | ?
CC(C(=O)NC1CC1)[C@@H]1CC[C@@]2(C)CC[C@H](NC(=O)CC(C)(C)C)[C@@H](C)[C@@H]2[C@H]1O (stereo partly drawn) | -6%[86.2 µM]

Arranged by value in KDM5B inhibitor (falling): six of the compounds above.
mol	KDM5B inhibitor
Cc1cc(C)c2c(CN3CC(C)OC(C)C3)cc(=O)oc2c1C (stereo not drawn)	10%
COc1ccc(C(=O)N(C)CCCNC(=O)c2nc3ccccc3c(=O)[nH]2)cc1OC	7%
Cc1cc(=O)n(CC(=O)Nc2ccc(C)c(Cl)c2)c(N2CCC(C)CC2)n1	2%
O=C(c1ccc(Cl)s1)N1CCN(c2cccc(C(F)(F)F)c2)CC1	0%
CN(Cc1ccco1)C(=O)CCNS(=O)(=O)c1ccc2c(c1)CCN2C(=O)C1CC1	-4%
O=S(=O)(Nc1ccccc1C(F)(F)F)c1ccc(N2CCCCS2(=O)=O)cc1	-27%

More results follow:
SMILES | KDM5B inhibitor
O=C(CNC(=O)c1ccc(Cl)cc1)c1ccccc1 | 17%
O=C(COc1ccc(F)cc1)N1CCC2(CC1)N=C(c1ccccc1)NC2=O | 25%
O=C(Nc1ccncc1)Nc1cccc(F)c1 | 15%
O=C(NCc1cccc(F)c1)N1CCc2nc3cc(-c4ccccc4)[nH]n3c(=O)c2C1 | 13µM*
COC(=O)c1cccc(NC(=O)C2CCc3sc(C(=O)N(C)C)cc3C2)c1 (stereo not drawn) | 4%
CCc1c(C(=O)N2CCCC3(CCNC3)C2)[nH]c2ccccc12 (stereo not drawn) | ?
O=C(c1ccncc1)N1CCC2(CC1)CN(c1ncccn1)CC2CO (stereo not drawn) | 22µM*
Cc1noc(-c2ccn3c(CNC(=O)c4ccccn4)nnc3c2)n1 | i
N#CCCN(C(=O)CSc1nc(CN2CCOCC2)nc2ccccc12)c1ccccc1F | 3%
Cn1ncc(N2CCC(CNC(=O)CN3CCOCC3)C2)cc1=O (stereo not drawn) | 11%
C#CCNC(=O)C[C@@H]1CCN(C(=O)Nc2cccc(C(=O)OCC)c2)C[C@@H]1CC | 16µM*
COc1ccc(-c2noc(=O)n2Cc2ccccc2Cl)cc1 | 3%
COc1cccc(C2Cn3nnc(-c4nc(-c5ccc(OC)c(F)c5)no4)c3CO2)c1 (stereo not drawn) | -20%
COc1ccc(C)cc1NC(=O)CNC(=O)NOCc1ccccc1 | 5%
O=C(Nc1cccc(-c2ccc(F)cc2)c1)C1CCCN1C(=O)C1CCOCC1 (stereo not drawn) | 3%
O=C(CNC(=O)c1ccc(Cl)cc1)OCn1nnc2ccccc2c1=O | -41%
COCCN1C(=O)C(=O)/C(=C(/O)c2ccc(OC)c(C)c2)C1c1ccc(OC)c(OC)c1 (stereo not drawn) | -14%
COc1cccc(Cn2c(NCC(C)O)nc3c2c(=O)n(C)c(=O)n3C)c1 (stereo not drawn) | 15%
CC(Sc1nc(N)cc(=O)[nH]1)C(=O)Nc1nc2c(s1)CCCC2 (stereo not drawn) | 21%
CN(CC1CCOC1)C(=O)Nc1ccccc1C(F)(F)F (stereo not drawn) | 20%
Cc1c(Cl)cccc1NC(=O)C(C)n1c(=O)cc(-c2ccccc2)c2c(C)nn(C)c21 (stereo not drawn) | 0%
COC(=O)c1c(C)oc(C)c1S(=O)(=O)N(Cc1ccccc1)C(C)C | 21%
O=C(NCc1ccc(F)cc1)c1nc(-c2ccc(Cl)nc2)c2cnccn12 | ?
CC(=O)N1CCC(N2CC[C@H](c3nnc(-c4ccco4)o3)C2)CC1 | -30%[86.2 µM]
C=CCn1c(SCC(N)=O)nc2nc3c(cc2c1=O)COC(C)(C)C3 | ?

Brought forward from above: 6 compounds, then new ones.
SMILES | KDM5B inhibitor
CN(CC1CCOC1)C(=O)Nc1ccccc1C(F)(F)F (stereo not drawn) | 20%
Cc1c(Cl)cccc1NC(=O)C(C)n1c(=O)cc(-c2ccccc2)c2c(C)nn(C)c21 (stereo not drawn) | 0%
COC(=O)c1c(C)oc(C)c1S(=O)(=O)N(Cc1ccccc1)C(C)C | 21%
O=C(NCc1ccc(F)cc1)c1nc(-c2ccc(Cl)nc2)c2cnccn12 | ?
CC(=O)N1CCC(N2CC[C@H](c3nnc(-c4ccco4)o3)C2)CC1 | -30%[86.2 µM]
C=CCn1c(SCC(N)=O)nc2nc3c(cc2c1=O)COC(C)(C)C3 | ?
Cc1ccc(CN[C@@H]2CO[C@H](CNC(=O)c3cccs3)[C@H]2O)cc1 | 19%[86.2 µM]
Cc1ccc(-c2ccc(C(=O)O)s2)cc1 | ?
CN1CCN(C(c2ccccc2)c2sc3nc(-c4ccco4)nn3c2O)CC1 (stereo not drawn) | -19%
Cc1ccc(CCNC(=O)c2ccc(CS(=O)(=O)Cc3cccc(C)c3)o2)cc1 | -27%
N#Cc1nc(-c2ccccc2)oc1NCCCN1CCOCC1 | ?
CCOc1ccc(CCNC(=O)c2c3c(nc4ccccc24)C(=O)N(C2CCCCC2)C3)cc1 | -22%
COc1ccc(NC(=O)c2cc(S(=O)(=O)N3CCOCC3)ccc2OC)cc1 | -5%
COCCOc1ncccc1-c1noc([C@@H]2CCCN2C(C)C)n1 | ?
Cc1cccc(OCC(=O)Nc2cccc(-c3nnc4n3CCCC4)c2)c1 | 21%
CCc1nc2cc(N3CCC(C(=O)NC(C)c4cccnc4)CC3)cnc2nc1CC (stereo not drawn) | ?
CS(=O)(=O)Oc1ccc2c(c1)O/C(=C\c1ccc(Cl)cc1)C2=O | 5%
CCN(C(=O)c1occc1C)C1CC1 | -4%
COc1ccc2c(c1)CCN=C2C[C@H]1CN(C(=O)c2ccc(C#N)cc2)CC[C@H]1CC(=O)O | ?
CCOC(=O)c1cnc2ccc(OCC)cc2c1Nc1ccc(OCc2ccccc2Cl)cc1 | -15%
Cc1cc2oc(C(=O)N(Cc3ccccc3)c3ccccn3)cc(=O)c2cc1Cl | -14%
CCN(CC)CC1CCN(CC(=O)OC)CC1 | 12%
CCC1(C)CC(=O)c2c(ccc3oc(C(=O)NCc4ccccc4)c(C)c23)O1 (stereo not drawn) | ?
Cn1ncc(Br)c1C(=O)N1CCCC1 | 7%
O=C(Nc1ccncn1)[C@@H]1C[C@@H](c2ccc(F)cc2)N(Cc2ccccc2)C1 | -17%[86.2 µM]
O=C(NCc1ccccc1F)c1ccc2c(c1)CN(Cc1ccncc1)CCO2 | ?
CCC12CN3CC(CC)(CN(C1)C3c1ccc(OCc3ccccc3)cc1)C2=O (stereo not drawn) | 8%
CSc1cc(C(=O)O)ccn1 | ?
O=C(NCCc1ccncc1)c1coc(CN2CCN(c3ccccc3F)CC2)n1 | -34%
CCO[C@H]1CN(C(=O)c2nc3ccccc3[nH]c2=O)C[C@@H]1O | 25µM*
Brc1ccc(CN2CCC(c3nc4ncccc4[nH]3)CC2)cc1 | -26%

(cont.)
SMILES | KDM5B inhibitor
CN(C)S(=O)(=O)c1cccc(C(=O)NCC2CCCCC2)c1 | 31%
CCn1cc(-c2ccc(C)cc2)cc1C(=O)NCC1CCCO1 (stereo not drawn) | -12%
O=C(C1CCCC1)N1Cc2ccccc2NC(=O)C12CCNC2 (stereo not drawn) | ?
N#Cc1cccc(CN2C3CCC2CN(C(=O)c2ccncc2)C3)c1 | -18%[86.2 µM]
CSc1ncccc1C(=O)NC1CCN(Cc2ccccc2)CC1 | 21%
CCN(CC)c1ccc(CNCCCSc2nnnn2C)cc1 | -21%
CCN1CCN(C(c2ccccc2Cl)c2c(O)cc(C)n(Cc3ccco3)c2=O)CC1 (stereo not drawn) | ?
COC(=O)[C@H](Cc1ccccc1)NC1CCN(c2cccc(NC(=O)CC3CCCC3)c2)CC1 | -27%
Cc1nn(-c2ccccc2)c(OC(=O)c2cccc(Br)c2)c1S(=O)(=O)c1ccccc1 | ?
CC12NC(Cl)=C(C#N)C(C#N)(C(=N)O1)C2(C)C (stereo not drawn) | 21%
O=C(Nc1ccc2c(c1)nc1n2CCOC1)C1CCCCC1 | 18%
CCOC(=O)N1CCN(C(=O)CCC(=O)c2ccc(OCC)cc2)CC1 | 16%
Cc1c(F)cccc1NC(=O)Nc1cccc(-c2ccc(N3CCOCC3)nn2)c1 | 9%
CC(C)(CO)NC(=O)CC1C(=O)NCCN1Cc1ccc(-c2ccccc2)cc1 (stereo not drawn) | -9%
O=C(NCc1nnc2ccc(-c3ccc(F)cc3)nn12)c1ccoc1 | ?
COC(=O)N1CCCC(c2nn(-c3ccc(OC)cc3)c(=O)[nH]2)C1 (stereo not drawn) | 3%[86.2 µM]
COc1cccc(CN2CCCN(S(=O)(=O)c3ccccc3)CCC(=O)NCC2)n1 | ?
COc1ccc(S(=O)(=O)Oc2ccc3c(c2)O/C(=C\C=C\c2ccccc2)C3=O)cc1 | ?
O=C(NCCc1nc(Cc2ccccc2)no1)[C@H]1CCC[C@H](O)C1 | 25%
COc1ccc(/C=C/c2nc3ccccc3c(=O)n2-c2cccc(C(F)(F)F)c2)cc1 | 3%
Cc1cccc(N(CC(=O)NCc2ccccc2)S(C)(=O)=O)c1C | -19%[11.5 µM]
COCCN1CCCCCC(O)c2cc(C(=O)NCCc3c[nH]c4ccccc34)ccc21 (stereo not drawn) | ?
COc1ccc(C(=O)N2CC(c3nc(CCN(C)C(=O)C4CC4)no3)C2)c(OC)n1 | -2%
Cc1ccc(OCC(=O)N2CCCC2c2nc(C3CCOCC3)no2)cc1 (stereo not drawn) | -22%
COc1ccc(NC(=O)Cn2ccn3nc4c(c3c2=O)CCCCC4)cc1 | ?

(listing goes on)
SMILES | KDM5B inhibitor
CCCC(=O)Nc1ccc2c(c1)nc(CCN1CCCCC1)n2C | 1%
O=S(=O)(NCCc1ccccn1)c1ccc(-c2ccccn2)s1 | 14%
CN(Cc1ccc(F)cc1)Cc1cccc2ccccc12 | 1%[86.2 µM]
Cc1nnc(-c2cc(-c3cccnc3)ccn2)n1-c1ccccc1 | 4%[86.2 µM]
Cc1nn(-c2ccccc2)c(NC(=O)c2ccco2)c(-c2ccccc2)c1=O | -16%
Cc1nn(C)c2nc(-c3ccccn3)nc(NCc3ccc4c(c3)OCO4)c12 | ?
OC[C@@H]1CNC[C@H]1C1CCN(CC2CCCCC2)CC1 | -32%
COc1ccccc1NC(=O)CSC1=Nc2ccccc2C2=NC(CC(=O)NCc3ccccc3)C(=O)N12 (stereo not drawn) | -26%
COCCOC1CN(C2CCN(Cc3cccc(F)c3)CC2)C12CCCCC2 (stereo not drawn) | -11%
O=C(CCCc1c[nH]c2ccccc12)N[C@@H](Cc1c[nH]c2ccccc12)C(=O)O | 26%
Nc1c(C(=O)Nc2ccc(Br)cc2)sc2nc(-c3ccncc3)ccc12 | -21%
CCn1cc(C(=O)N2CCC(CNC(C)=O)CC2)c2ccccc21 | 11%
CN=C1S/C(=C/C(=O)OC)C(=O)N1C | 4%
O=C(CCCc1ccccc1)NCc1nnc2cc(-c3nc(C4CC4)no3)ccn12 | 28µM*
CC(C)C(NC(=O)Cn1nnn(-c2ccccc2)c1=O)c1ccccc1 (stereo not drawn) | -5%

Screening data: PubChem BioAssay, National Center for Advancing Translational Sciences (NCATS)

The list is partial. The share of hits here may be higher or lower than overall.
